# High-throughput results: PubChem, Sanford-Burnham Center for Chemical Genomics
# MIN6 prolif: inducers of beta-cell replication in MIN6 cells | proliferation, % at 10 µM | MIN6 cells proliferation, ATPlite luminescence, 48 h; cells starved in 0.2% serum; 100% = growth in 10% serum | actives 0.29% (n = 330,000);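 active = compounds whose signal lies at least 3.5 SD above the mean of all wells on their plate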;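 note: 0% = DMSO-treated cells in low-serum medium and 100% = 10% serum control; some compounds called inactive have numbers as strong as hits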
# PfGluPho inh: PfG6PD (Plasmodium falciparum) enzyme inhibition; inhibition, % at 20 µM; PfGluPho enzyme, NADPH resazurin-diaphorase fluorescence; AID 504690; actives 0.78% (n = 350,000);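 active = inhibition reaching at least a set limit at 20 µM in the primary screen, cut at about 59% in these data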;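 note: 0% = DMSO wells with substrate and 100% = DMSO wells lacking glucose-6-phosphate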
# SENP8 block-1: inhibitors of human SENP8 protease; recombinant SENP8, Nedd8 substrate fluorescence; AID 602440; inhibition, % at 20 µM; actives 0.64% (n = 360,000); Q96LD8; in the data active = inhibition mostly above about 40%, no sharp cut-off; inactive = mostly below about 27%
# Target sequence (Q96LD8 whole entry, looked up): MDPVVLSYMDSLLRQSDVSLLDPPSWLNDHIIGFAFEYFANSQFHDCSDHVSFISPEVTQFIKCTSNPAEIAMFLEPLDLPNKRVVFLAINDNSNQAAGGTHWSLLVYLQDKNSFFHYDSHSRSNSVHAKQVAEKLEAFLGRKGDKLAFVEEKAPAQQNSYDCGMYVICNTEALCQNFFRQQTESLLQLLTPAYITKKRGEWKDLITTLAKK
# SENP8 block-2: SENP8 protease inhibition | purified SENP8, Z-RLRGG-aminoluciferin cleavage, luminescence | inhibition, % at 10 µM | actives 1.2% (n = 330,000) | AID 2540; in the data active = inhibition above about 50%
# UBC13 polyUb: human UBC13 polyubiquitination inhibition; P61088; UBC13 polyubiquitin chain formation, TR-FRET; inhibition, % at 20 µM; actives 0.47% (n = 330,000); AID 485273; in the data active = inhibition above about 45%, passing the limit was not always enough
# Target sequence (P61088 whole entry, looked up): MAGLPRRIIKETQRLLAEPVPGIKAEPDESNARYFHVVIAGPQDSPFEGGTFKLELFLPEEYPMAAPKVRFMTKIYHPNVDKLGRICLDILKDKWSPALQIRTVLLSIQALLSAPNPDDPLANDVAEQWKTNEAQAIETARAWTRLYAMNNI
# HKDC1 inh: HKDC1 (human) hexokinase inhibition; Q2TB90; recombinant HKDC1, G6PDH/diaphorase resazurin coupled fluorescence; inhibition, % at 20 µM; actives 0.16% (n = 340,000);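 active = inhibition above about 35% when tested at 20 µM, limit read from the data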;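 note: plate controls were DMSO wells with enzyme for no effect and DMSO wells lacking enzyme for full effect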
#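 Assay system: recombinant HKDC1 hexokinase; detection: coupled resazurin fluorescence, excitation 525 nm, emission 613 nm; benchmarks: DMSO-plus-enzyme-mix negative control, buffer-substituted positive control; compound dosing: single 20 µM dose; schedule: 90 min at room temperature in dark; also added: glucose plus 1 mM ATP as hexokinase substrates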
# SENP6 block: blocks the human protease SENP6. Q9GZR1. Recombinant SENP6 catalytic domain, aminoluciferin luminescence. inhibition, % at 10 µM. actives 1.8% (n = 330,000). AID 2599;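 active = inhibition above about 50% at the single tested dose, limit read from the data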;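 note: plate controls were DMSO wells with enzyme for no effect and DMSO wells lacking enzyme for full effect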
# SENP1 inh: inhibitors of human SENP1 SUMO protease catalytic domain; recombinant SENP1 catalytic domain, CyPet-SUMO1-YPet FRET cleavage; actives 0.21% (n = 360,000); inhibition, % at 10 µM; Q9P0U3;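 active = inhibition at least 30% at 10 µM, raw YFP signal under a set limit, fluorescence ratio 0.5 to 1.5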;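 note: 0% = enzyme with DMSO and 100% = no enzyme wells; some results filed as inactive read as strong as hits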
# Target sequence (Q9P0U3 419-644 limits assumed): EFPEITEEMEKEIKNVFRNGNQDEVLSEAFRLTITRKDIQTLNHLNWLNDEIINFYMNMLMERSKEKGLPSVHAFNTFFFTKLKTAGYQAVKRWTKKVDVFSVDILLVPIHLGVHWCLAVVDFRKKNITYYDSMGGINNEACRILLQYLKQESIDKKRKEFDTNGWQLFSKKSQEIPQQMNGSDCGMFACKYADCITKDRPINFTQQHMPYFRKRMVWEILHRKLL
#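 Assay system: hSENP1 catalytic domain, recombinant. Amount: SENP1 enzyme, 20 pM final. Schedule: 50 min reaction, RT, dark. Technique: FRET, CFP and YFP emission. Control set: no-enzyme wells low, DMSO-plus-enzyme wells high control.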
# SENP7 block: SENP7 protease inhibition | actives 1.5% (n = 330,000) | inhibition, % at 5 µM | AID 434973 | Q9BQF6 | recombinant SENP7, Z-RLRGG-aminoluciferin luminescence, 40 min;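 active = inhibition above about 50% at the single test dose, limit read from the data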;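 note: plate controls were DMSO with enzyme for no effect and no enzyme buffer wells for full effect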
# Target sequence (Q9BQF6 706-1050 limits assumed): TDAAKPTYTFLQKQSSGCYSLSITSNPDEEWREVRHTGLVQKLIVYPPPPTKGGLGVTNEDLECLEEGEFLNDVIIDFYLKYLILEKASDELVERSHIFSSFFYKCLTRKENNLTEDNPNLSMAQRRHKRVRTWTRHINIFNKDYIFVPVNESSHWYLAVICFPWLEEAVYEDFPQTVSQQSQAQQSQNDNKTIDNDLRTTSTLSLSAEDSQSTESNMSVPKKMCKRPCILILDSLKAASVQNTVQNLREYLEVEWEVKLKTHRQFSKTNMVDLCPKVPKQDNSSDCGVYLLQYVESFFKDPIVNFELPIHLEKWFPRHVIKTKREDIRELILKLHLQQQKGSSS
# Active calls of the source: *; · = no result given.
SMILES,MIN6 prolif,PfGluPho inh,SENP8 block-1,SENP8 block-2,UBC13 polyUb,HKDC1 inh,SENP6 block,SENP1 inh,SENP7 block
COC(=O)CSc1nc(SCc2ccccc2Cl)nc2c1CCCC2,-3,-25,21,-7,-1,-4,-20,0,1
CC(C(=O)NCc1ccco1)n1nc(-c2ccccc2)c2cc(Cl)ccc21 (stereo not drawn),-5,2,-24,-6,1,-6,-6,1,-10
CN(CC(=O)NCc1ccc(F)cc1)Cc1ccc(Br)cc1,-2,11,8,2,-4,-7,-14,1,4
Cc1c(NC(=O)CCCCCN2C(=O)c3ccccc3C2=O)c(=O)n(-c2ccccc2)n1C,0,4,8,-12,106*,-4,-13,2,-6
O=C(CSc1nnc2c(n1)[nH]c1ccccc12)Nc1ccc(N2CCOCC2)cc1,-2,56,23,-1,-10,10,-4,3,-4
COC(=O)c1ccccc1NC(=O)C1CCN(C(=O)c2cc(OC)cc(OC)c2)CC1,-2,15,-5,-3,9,-4,-9,-1,0
Cc1cc(-c2onc(C)c2C(=O)N/N=C/c2ccccc2)no1,-2,49,3,-3,-6,-7,-6,-1,4
COc1cccc(N2C(=O)C3ON(c4ccccc4)C(c4cccs4)C3C2=O)c1 (stereo not drawn),-2,-29,10,1,-4,7,2,1,1
CC(=O)c1ccc(OCC(O)CN2CCN(S(=O)(=O)c3cccc(Br)c3)CC2)cc1 (stereo not drawn),-2,-11,13,3,2,-4,13,1,2
CC(C)(C)c1ccc(CNc2ccc([N+](=O)[O-])cn2)cc1,·,4,8,·,·,2,·,-1,·
Cc1ccc(/C=C2\CCCC3=C2NC(=S)NC3c2ccc(C)cc2)cc1 (stereo not drawn),-2,45,3,-10,-10,-4,-2,-10,11
CC(C)N1CCc2c(sc(N)c2C#N)C1,0,2,-262,0,-14,10,-3,-20,7
Cc1[nH]ccc(=O)c1OC1OC(CO)C(O)C(O)C1O (stereo not drawn),-1,-3,10,-8,5,-1,-15,0,1
O=C(NCc1cccnc1)Nc1cc(Cl)cc(Cl)c1,-1,-10,1,-12,1,4,-13,-2,14
C/C=C1\COC(C(=O)NCc2ccccc2)(C(F)(F)F)C=C1C=C(C)C (stereo not drawn),-7,15,15,6,6,-2,-11,-4,-12
N#Cc1ccccc1NC(=O)CN1C(=O)NC2(CCCC2)C1=O,-2,-15,-5,5,3,4,-16,-5,0
Cc1nn(-c2ccccc2)c(Cl)c1/C=N/NC(N)=O,-2,3,3,1,-10,0,-6,3,8
CCN(CC)S(=O)(=O)c1ccc(N2CC(C(=O)NC3(C)CCS(=O)(=O)C3)CC2=O)cc1 (stereo not drawn),2,2,1,-3,6,-6,-11,1,-2
CN(Cc1cccs1)C(=O)COC(=O)CNC(N)=O,1,-17,13,-2,-2,2,-11,1,-3
COc1ccc2c(c1)CC(C1(O)C(=O)N(C)c3ccccc31)C2=O (stereo not drawn),-3,6,20,-4,-3,-6,-13,0,2
CCOC(=O)c1[nH]c2ccc(Cl)cc2c1NC(=O)/C=C/c1ccc2c(c1)OCO2,0,4,-48,4,-7,4,8,-11,0
CC(C)c1cc(C(=O)Nc2cccnc2)no1,2,-8,13,40,9,2,62*,-1,63*
CC(=O)c1ccccc1NC(=O)COc1ccc(N(C)S(=O)(=O)c2ccc(C)c(C)c2)cc1,1,-7,-26,-1,10,0,-9,3,-5
OCCCNc1nc(-c2ccc(Cl)cc2)nc2ccccc12,4,37,-38,-4,4,-1,9,0,-2
COc1ccc(S(=O)(=O)N(C)C2CCN(C)CC2)cc1,6,7,12,4,4,-6,6,0,-5
COc1ccc2cc(C3=CCCC3(C)C(=O)O)ccc2c1 (stereo not drawn),·,-13,-189,·,·,-3,·,1,·
CCNC(=S)NNC(=O)c1cccc(Br)c1,1,1,8,-1,6,7,13,1,5
CC1=CC2(O)OCCN(CCO)C2=CC1=O (stereo not drawn),-3,21,44*,8,-20,7,9,-4,3
CCOCc1nnc(NC(=O)CCC2CCCCC2)s1,-2,-8,11,-9,-8,-4,-32,3,-6
COc1ccccc1NC(=O)CSc1nnnn1-c1ccc(F)cc1,-1,-4,18,5,9,-7,18,2,-4
Cc1ccc(N=c2sc(C)c(C)n2C)cc1,-1,-14,16,-11,0,8,-16,-1,-16
CC(C)Oc1cccc(C(=O)Nc2ccccc2N2CCOCC2)c1,1,14,22,0,3,5,-15,2,3
COc1ccc(-n2nnnc2SCC(=O)c2ccc(OC)c(OC)c2)cc1,-1,-2,15,-5,3,-7,-15,2,4
CC1(C)Cc2c(sc(NC(=O)c3ccc(S(=O)(=O)N4CCCCCC4)cc3)c2C#N)C(C)(C)N1,-3,-24,8,-4,-1,2,-3,-6,15
CCN(CC)c1ccc(/C=C/C(=O)C2C(=O)C=C(C)OC2=O)cc1 (stereo not drawn),-2,-13,-33,-6,-58,-1,13,-30,-2
CCOc1ccc(C(C)=O)cc1N1C(=O)C2C(C1=O)C1C=CC2C12CC2 (stereo not drawn),-1,0,8,10,-11,-9,15,2,7
O=C1c2ccccc2C(=O)N1CCCCN(C(=O)c1cc([N+](=O)[O-])cc([N+](=O)[O-])c1)c1ccc(Cl)cc1,-3,-11,11,-3,-16,-7,-17,1,7
COc1ccc(CCNC(=O)Cc2ccc(OC)c(OC)c2)cc1OC,-2,4,20,-17,-3,-3,-11,2,-12
CCN1C(=O)C(C(=O)c2ccccc2)SC1=S (stereo not drawn),-3,-8,17,1,1,7,-4,-1,8
CCCCC(=O)N1CC2(C)CN(C(=O)CCCC)CC(C)(C1)C2=O,-2,12,24,0,7,-7,-14,2,2
Cc1cc(C)cc(NS(=O)(=O)c2ccc(F)cc2)c1,1,14,12,-6,3,-2,-8,2,-5
Cc1cc2cc3c(=O)[nH]c(=O)[nH]c3nc2cc1C,0,·,·,-10,13,·,9,·,5
Cc1ccc(C(=O)N[C@@H](C)CN2C3=NC[C@H](C(C)C)N3C[C@H]2Cc2ccc(O)cc2)cc1Br,-9,12,10,-5,42,1,-5,-1,7
O=c1c2c(nc3cc(-c4cccc(Cl)c4)[nH]n13)CCCC2,-6,75*,-157,62*,14,2,20,3,67*
Cc1ccc(S(=O)(=O)NCCN2CCOCC2)c(C)c1C,-2,-9,24,-10,1,1,-20,3,0
CC(=O)Nc1ccc(NC(=O)C2CCCN(c3ncccn3)C2)cc1 (stereo not drawn),3,-1,-4,8,-7,-3,6,1,5
CCN(CC)CCCNC(=O)c1ccc2c3n(nc2c1)-c1ccc(Cl)cc1CO3,-8,-3,-163,5,7,-5,-10,-8,1
C=CCc1cccc2cc(C(=O)NCc3cccnc3)c(=O)oc12,-3,33,-114,-10,6,10,-28,-40,4

# Reformatted field by field: entries from further up
COc1ccc(CCNC(=O)Cc2ccc(OC)c(OC)c2)cc1OC
  MIN6 prolif = -2
  PfGluPho inh = 4
  SENP8 block-1 = 20
  SENP8 block-2 = -17
  UBC13 polyUb = -3
  HKDC1 inh = -3
  SENP6 block = -11
  SENP1 inh = 2
  SENP7 block = -12

CCN1C(=O)C(C(=O)c2ccccc2)SC1=S (stereo not drawn)
  MIN6 prolif = -3
  PfGluPho inh = -8
  SENP8 block-1 = 17
  SENP8 block-2 = 1
  UBC13 polyUb = 1
  HKDC1 inh = 7
  SENP6 block = -4
  SENP1 inh = -1
  SENP7 block = 8

CCCCC(=O)N1CC2(C)CN(C(=O)CCCC)CC(C)(C1)C2=O
  MIN6 prolif = -2
  PfGluPho inh = 12
  SENP8 block-1 = 24
  SENP8 block-2 = 0
  UBC13 polyUb = 7
  HKDC1 inh = -7
  SENP6 block = -14
  SENP1 inh = 2
  SENP7 block = 2

# Additional results:
SMILES,MIN6 prolif,PfGluPho inh,SENP8 block-1,SENP8 block-2,UBC13 polyUb,HKDC1 inh,SENP6 block,SENP1 inh,SENP7 block
COc1ccc(OC)c(C(=O)CSc2nc3ncccc3[nH]2)c1,-1,15,-5,0,1,6,11,-1,1
COc1ccc(NC(=O)Nc2ccc3nsnc3c2)cc1,1,38,0,-6,-2,-6,1,9,17
O=C(OCC(=O)N1CCN(C(=O)c2ccco2)CC1)c1ccc(Cl)c(Cl)c1,0,3,-4,-2,0,-5,-9,2,4
Cc1[nH]c(C)c(S(=O)(=O)NCc2ccc(F)cc2)c1C(=O)N1CCCC1,0,-9,11,-5,-8,-5,-6,0,-7
CCCCn1c(N)c(N(CCOC)C(=O)c2cc(-c3ccc(C)cc3)nc3ccccc23)c(=O)[nH]c1=O,-1,-3,-82,-6,-10,0,-12,-17,-4
O=C(Nc1nccs1)c1ccc(S(=O)(=O)c2ccccc2)cc1,-1,2,8,-6,-7,-5,-13,0,-7
COc1cccc(-n2nc(C(N)=O)c(O)cc2=O)c1,-3,-3,-15,4,-1,-7,-5,3,6
Cc1ccc(C)c(NC(=S)NC(C)C(c2cccs2)N2CCOCC2)c1 (stereo not drawn),3,19,11,-7,0,-4,-10,3,-10
O=C(NC1CS(=O)(=O)CC1NCc1ccco1)c1ccccc1 (stereo not drawn),0,4,20,-2,8,-3,-4,-1,-1
CN(C)S(=O)(=O)c1ccc(NC(=O)CCCNC(=O)c2ccc(Cl)cc2)cc1,-3,3,17,-13,-4,-5,-9,1,-5
Cc1ccc(C)n1-c1nccc(-c2cccs2)n1,1,-15,-312,-2,7,7,-3,-31,-8
O=S(=O)(c1ccc(Cl)cc1)N1CCC(n2cnc3cc(C(F)(F)F)ccc32)CC1,-3,18,4,-3,-3,1,-17,1,-2
COc1ccc(C(=O)NNC(=O)CN(C)S(=O)(=O)c2ccc(Cl)cc2)c(OC)c1OC,-1,-5,10,7,4,-7,-5,2,0
COc1ccc(-c2nc(NC(=O)Cn3cnnn3)sc2C)cc1,-3,7,10,5,7,-11,13,2,8
COc1cc(/C=C2/N=C(c3ccccc3F)OC2=O)cc(Cl)c1OS(C)(=O)=O,2,7,8,6,11,17,-4,1,-4
CC1CCN(c2nc(-c3ccccc3)c(C#N)c(=O)[nH]2)CC1,-2,-45,-248,3,25,5,-16,-7,-3
CCN(c1ccccc1)S(=O)(=O)c1ccc(C(=O)N2CCCC(C(F)(F)F)C2)cc1 (stereo not drawn),0,-7,8,-11,0,-4,-12,1,2
COC(=O)CCC(=O)Nc1ccc2oc3c(c2c1)CCCC3,-1,-6,-6,-7,0,1,8,1,11
CCOC(=O)c1c(NC(=O)CSc2nnc(C)c(=O)[nH]2)sc(C)c1C,1,·,·,-5,2,·,-7,·,-1
COc1ccc(CCNC(=O)c2cc(-c3ccncc3)nc3ccc(S(=O)(=O)N4CCOCC4)cc23)cc1OC,-2,11,15,-10,-8,-1,-6,0,-11
O=C(COc1ccc2oc(-c3ccccc3)cc(=O)c2c1)Nc1ccccc1,-2,3,-103,-2,-7,-8,-2,-1,-10
O=C(Cn1cnc2c(cnn2-c2ccccc2)c1=O)N1CCOCC1,2,5,6,0,-10,-6,1,0,-5
CCOc1ccc(N(CC(=O)N2CCCCCC2)S(=O)(=O)c2ccc(F)cc2)cc1,-4,15,3,-14,-1,-2,-22,-1,-12
COC(=O)C1=CN(Cc2ccc(OC)c(OC)c2)C=C(C(=O)OC)C1c1cccc(F)c1,-1,13,-496,-3,11,3,9,-164,-5
O=C(COC(=O)CN1C(=O)C2CC=CCC2C1=O)Nc1cc(C(F)(F)F)ccc1N1CCOCC1 (stereo not drawn),-3,-3,7,-8,-5,-2,4,-2,-3
O=C(c1ccc(F)cc1)N1CCN(C2=NS(=O)(=O)c3ccccc32)CC1,0,-3,7,1,4,0,-14,0,-13
